Source: PubChem BioAssay (several laboratories)
TcdB inh: TcdB glycohydrolase inhibitors, primary screen, biochemical, single point, plate reader; hit rate 0.24% among 350,000; inhibition, % at 9.99 µM; AID 652162, 2013; Toxin B (Clostridioides difficile), P18177; TcdB glycohydrolase enzymatic assay; in the data active = inhibition above about 10%
Yp Topo-I inh: Yersinia pestis topoisomerase I inhibitors, primary screen, biochemical, cleavage product accumulation, plate reader, single point. hit rate 0.064% among 360,000. activity, % at 10 µM. AID 504884, 2011. DNA topoisomerase I (Yersinia pestis CO92). Y. pestis Topo-I cleavage product accumulation; in the data active = activity above about 50%, passing the limit was not always enough; inconclusive = no clear call, values can overlap the other calls; also: inactives centre near 2
PrPC surface inh: inhibitors of human cell surface prion protein PrPC, primary screen, cell-based, TR-FRET | Major prion protein (Homo sapiens), P04156 | TR-FRET read-out | inhibition, % at 13.8 µM | hit rate 0.43% among 370,000 | AID 720596, 2013; in the data active = inhibition above about 24%; also: 0% = median of the test wells and 100% = reference compound wells
BoNT-A LC inh2: BoNT/A light chain protease inhibitors, primary screen, biochemical, flow cytometry, MLPCN library; multiplex microsphere protease substrate cleavage; inhibition, % at 10 µM; hit rate 0.17% among 360,000; also: plate controls were buffer without enzyme for full effect and enzyme alone for no effect
PriA SSB inh: inhibitors of Klebsiella pneumoniae PriA binding to SSB C-terminal tail, primary screen, biochemical, AlphaScreen; hit rate 0.6% among 430,000; inhibition, % at 33 µM; PriA–SSB C-terminal tail interaction (Klebsiella pneumoniae); AlphaScreen SSBct-PriA binding, biotinylated peptide; in the data active = inhibition mostly above about 37%, no sharp cut-off; inactive = mostly below about 20%;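 also: plate controls were negative control peptide for no effect and reference peptide for full effect; strong numbers were not always called active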
3CLpro inhibitor: SARS-CoV 3CLpro protease inhibitors, primary screen, biochemical, quenched FRET | hit rate 0.14% among 290,000 | inhibition, % at 6 µM | recombinant SARS-CoV 3CLpro, quenched FRET peptide cleavage | Replicase polyprotein 1ab (Severe acute respiratory syndrome coronavirus), P0C6X7; in the data active = inhibition above about 12%
PfHsp40 yeast: rescue of yeast from PfHsp40 toxicity, primary screen, S. cerevisiae, ATP luminescence. S. cerevisiae expressing PfHsp40, growth rescue. growth rescue, % at 12.5 µM. hit rate 0.68% among 340,000. AID 504582, 2011; in the data active = growth rescue above about 28%, passing the limit was not always enough; inconclusive = no clear call, values can overlap the other calls;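 also: yeast W303a lacking pdr1 and pdr3 grown in galactose medium; growth measured after three days at 30 °C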
Anthrax LF inh2: Bacillus anthracis LF protease inhibitors, primary screen, biochemical, multiplex microsphere, MLPCN library; Lethal factor (Bacillus anthracis), P15917; inhibition, % at 10 µM; hit rate 0.12% among 360,000; multiplex microsphere protease cleavage assay; also: plate controls were buffer without enzyme for full effect and enzyme alone for no effect
Vc quorum ag: inducers of Vibrio cholerae quorum light production without autoinducers, primary screen, BH1578 luxS cqsA deficient, single point; AID 588436, 2011; activation, % at 18.7 µM; hit rate 0.16% among 350,000; V. cholerae BH1578 lux reporter, luminescence, 6 h; in the data active = activation mostly above about 9.7%, no sharp cut-off; inconclusive = no clear call, values can overlap the other calls; inactive = mostly below about 3.7%; also: not every result past the cut was called active; inactives centre near 0; reference of the scale not given here
An asterisk follows results filed as active; i = inactive; ? = inconclusive; . = no result given; & = joins results of further samples. Rule as the data show it, unless noted: active = inhibition above about 30%; inconclusive = no clear call, values can overlap the other calls; inactive = below that.

Second line of a record – TcdB inh, Yp Topo-I inh, PrPC surface inh, BoNT-A LC inh2, PriA SSB inh, 3CLpro inhibitor, PfHsp40 yeast, Anthrax LF inh2, Vc quorum ag
> Cc1ccc(S(=O)(=O)N2CCC(C(=O)N3Cc4ccccc4C3)CC2)cc1
  ., -10, -7, 0.1, 8, -4, 2.3, -4, -3.6
> COc1ccc(/C(C)=N/OCC(=O)N=Nc2c(O)[nH]c3ccc(Br)cc23)cc1
  ., 0, 7, 0.0, ., 3, -0.9, -2, -0.3
> CC1Cc2ccccc2N1C(=O)CSc1nnc(-c2ccc(S(=O)(=O)N3CCCC3)cc2)o1 (stereo not given)
  ., 5, 7, ?, -5, 2, -0.2, -1, -4.2
> COC(=O)COc1ccc2oc(=O)cc(-c3cc4cccc(OC)c4o3)c2c1
  0.1, -3, -3, 2.6, -1, -4, -0.1, -1, i
> Cc1cc(C)c(S(=O)(=O)n2c([N+](=O)[O-])cnc2C)cc1C
  -0.1, -4, 2, -0.3, -8, -1, -1.1, -3, -0.4
> CC1=Nc2ncnn2C(c2ccccc2)/C1=N\O (stereo not given)
  ., 0, -8, 0.9, ., 4, 0.2, -3, -0.4
> C[C@H](CO)N1C[C@H](C)[C@@H](CN(C)S(=O)(=O)c2ccc(F)cc2)Oc2ccc(NC(=O)CCN3CCOCC3)cc2C1=O
  0.1&-6.6, 0, 0, 0.0, 14, ., -1.7, -4, i
> [2H]C(CCOS(N)(=O)=O)c1ccc(C(C)(C)C)cc1 (stereo not given)
  2.7, -12, -3, -1.0, -16, 3, 0.4, -4, i
> C=CCOC1=CS(=O)(=O)N(Cc2ccc(Br)cc2)c2ccc(Br)cc21
  -1.1, 25, -1, -0.1, 9, ., 0.1, -4, 1.0
> COc1ccc(C(=O)N2CCCCC2c2cc(C(=O)NCc3cccnc3)no2)cc1 (stereo not given)
  -0.7, 1, -3, 0.7, ., ., ., 6, -4.5
> Cn1cnc2c(oc3ccccc32)c1=O
  1.7, -5, -3, -4.3, 6, ., 0.9, 6, -0.4
> CN(C)CCCC1(O)c2ccccc2CCc2ccccc21
  -0.3, 1, -7, -0.5, -1, -1, 0.5, 7, -0.6
> CCN1C(=NCCc2ccc([N+](=O)[O-])cc2)N[C@@H](c2ccccc2)[C@H](C(=O)OC)[C@H]1C
  ., -2, -6, -0.3, 12, ., 0.3, -3, i
> Cc1cc(C(=O)N/N=C/c2ccc[nH]2)no1
  ., 5, -8, -1.6, ., 3, -0.7, -1, i
> O=c1c2ccccc2nc(/C=C/c2ccccn2)n1-c1ccccc1
  0.1, -4, -5, -3.9, -4, 1, -0.7, 5, i
> Cc1ccc(CC#N)c(-c2c(CC#N)ccc(C)c2C)c1C
  1.9, 4, 3, -0.4, ., ., ., -1, i
> COc1ccccc1CNC(=O)C1CCC(CNS(=O)(=O)c2ccc(NC(C)=O)cc2)CC1 (stereo not given)
  0.8, 12, -3, 2.4, -11, -2, 0.6, -3, -0.5
> Cc1ccc(-c2nn(-c3ccccc3)cc2C(=O)NCC2CCCO2)cc1 (stereo not given)
  3.3, -7, 2, -0.8, -3, ., 1.1, 1, -7.1
> CCOc1ccc(CCNC(=O)c2cc(C)on2)cc1OCC
  1.5, -1, 2, ., 2, 0, 0.6, ., i
> Cc1ccc(COc2ccc(C)nc2[N+](=O)[O-])cc1
  0.2, -2, 7, -1.3, 5, 2, -0.7, 2, 0.2

Some of the entries so far, with each value named:
Cc1ccc(-c2nn(-c3ccccc3)cc2C(=O)NCC2CCCO2)cc1 (stereo not given)
  TcdB inh: 3.3
  Yp Topo-I inh: -7
  PrPC surface inh: 2
  BoNT-A LC inh2: -0.8
  PriA SSB inh: -3
  3CLpro inhibitor: .
  PfHsp40 yeast: 1.1
  Anthrax LF inh2: 1
  Vc quorum ag: -7.1
CCOc1ccc(CCNC(=O)c2cc(C)on2)cc1OCC
  TcdB inh: 1.5
  Yp Topo-I inh: -1
  PrPC surface inh: 2
  BoNT-A LC inh2: .
  PriA SSB inh: 2
  3CLpro inhibitor: 0
  PfHsp40 yeast: 0.6
  Anthrax LF inh2: .
  Vc quorum ag: i

(cont.)
Second line of a record – TcdB inh, Yp Topo-I inh, PrPC surface inh, BoNT-A LC inh2, PriA SSB inh, 3CLpro inhibitor, PfHsp40 yeast, Anthrax LF inh2, Vc quorum ag
> CCOC(=O)N1CCN(CC(O)COc2ccc3c(c2)CCC3)CC1 (stereo not given)
  2.5, 10, -2, -0.2, -5, 2, -0.4, -3, i
> Cc1c(NC(=S)NC(=O)c2ccccc2Cl)c(=O)n(-c2ccccc2)n1C
  0.3, 9, 6, -3.0, 3&-4, 1, 0.1, 7, i
> COc1cc(-c2nnc(COC(=O)c3cc(C)nc4ccc(C)cc34)o2)cc(OC)c1OC
  ., -5, -9, 1.4, -12, -4, 0.2, -1, i
> O=C(CCC1CCN(C(=O)CC2=CCCCC2)CC1)NCc1ccc(F)cc1
  -0.1, 29, 1, 0.2, ., ., ., -4, i
> O=C1C=C(O)CC(c2ccc(Cl)c(Cl)c2)C1 (stereo not given)
  ., 1, 0, 0.3, -1, 4, 0.4, -3, i
> CCCc1cc(=O)[nH]c(SCC(=O)Nc2ccc(OC(F)F)cc2)n1
  9.6, -6, 1, -2.2, -15, 3, 0.0, -5, -0.2
> CC1(C)CC(=O)C(C=NCCN2CCN(C(=O)Cc3ccc(Cl)cc3)CC2)=C(O)C1
  ., 5, 2, 0.2, -10, -1, -0.4, 6, -0.3
> CC1(C(=O)Nc2ccc3c(c2)OCO3)CCN1C(=O)Cc1cc(F)ccc1F (stereo not given)
  1.3, -1, -1, 0.0, ., ., ., 2, -0.6
> Cc1ccc(-c2ccnc(=S)[nH]2)cc1
  0.7, -8, 1, 0.9, 2, 2, 2.3, -4, i
> CC(C)(C)C(=O)OCc1cn(-c2ccccc2)nn1
  ., 4, 3, -0.1, 1, -3, -1.7, 2, -0.3
> O=C(CSc1nnc(Cc2ccccc2)o1)N1CCCc2ccccc21
  0.2, 9, -3, -1.4, -4, 1, 0.7, -7, -0.5
> COc1ccc(NC(=O)n2ncc3c(C)cccc32)cc1
  2.6, 5, -5, -2.3, -10, 2, 2.9, -5, -8.3
> O=C(Cn1c(=O)n2ncnc2c2c3c(sc21)CCCC3)c1ccccc1
  ., 23, 11, -0.2, -15, 9, 1.0, -3, i
> CCC1(CC)NC(=O)N(CC(=O)N2N=C(c3ccc(Cl)cc3)CC2c2ccco2)C1=O (stereo not given)
  -1.2, 11, 0, -1.3, 10, 2, 0.5, -5, -0.4
> c1ccc(OCc2nn3c(Cn4nnc5ccccc54)nnc3s2)cc1
  ., 8, 3, 1.4, -8, 0, 2.1, -11, i
> O=C(Nc1ccncc1)c1cc2ccccc2o1
  ., -9, 1, 0.8, -13, 5, -0.2, 3, i
> COc1c(C)cc(Br)cc1C(=O)O
  ., -9, -11, -0.4, -23, 0, -2.0, -5, -2.4
> CSc1nc(-c2ccc(Cl)cc2)nn1S(=O)(=O)c1ccccc1
  ., 7, 6, 0.1, -8, 0, -1.3, -6, 0.7
> CC1SC(C)C(=O)N(CC(=O)NC2CCCCC2)C1=O (stereo not given)
  0.2, 1, -2, -0.2, -12&-9, 4, -0.3, -6, 0.0
> CCOc1ccc(NC(=O)c2cc(F)c(F)cc2Cl)cc1OCC
  0.8, 0, 3, -1.4, 8, 0, -0.3, 0, -0.3

(cont.)
Second line of a record – TcdB inh, Yp Topo-I inh, PrPC surface inh, BoNT-A LC inh2, PriA SSB inh, 3CLpro inhibitor, PfHsp40 yeast, Anthrax LF inh2, Vc quorum ag
> C=CCSc1ccc(S(=O)(=O)N2CCN(C)CC2)cn1
  -0.6, -6, 9, 0.0, -3, ., -0.6, -4, -1.9
> CCOC(=O)c1cnc(SC2CC(=O)N(c3ccc(OC)c(OC)c3)C2=O)nc1N (stereo not given)
  ., 4, -1, ?, 1, -1, 0.3, ?, -0.4
> COC(=O)C1=C/C=C\CN(C(c2ccccc2)c2ccccc2)/C=C\1C(=O)OC
  -1.0, 30, 11, -0.5, ., ., ., -2, -0.5
> Cc1ccc(N2C(=O)c3ccccc3C2=O)cc1
  -3.5, 2, 10, 0.1, -3, 3, 1.4, -1, -0.4
> O=C(NCc1ccccn1)c1ccc(Br)s1
  0.7, 6, -8, -4.7, 18, 2, 0.8, -10, 0.7
> CCOC(=O)N1CCC(NC(=O)CCN2C(=O)C3C4C=CC(C4)C3C2=O)CC1 (stereo not given)
  ., -12, 9, -0.4, -5, 0, 0.0, -1, i
> O=C(Cn1nnc2ccccc2c1=O)NC1CCCc2ccccc21 (stereo not given)
  ., 2, 0, 0.8, -10, -7, -0.4, 1, i
> O=C(Nc1ccccc1C(F)(F)F)NC1CCCCCCC1
  -8.0, 9, ., 0.3, -7, 4, 9.9, -2, -0.3
> Cc1nnc2c(NC(C)C)nc3ccccc3n12
  ., -3, -1, 0.6, -17, 0, 0.2, 0, -1.0
> Cc1ccc2c(c1)CCO[C@@]21O[C@H](CCO)C[C@H](O)[C@H]1O
  0.7, -4, -3, -0.5, ., ., ., -5, 2.3
> Cc1cc(C)n(CC(=O)n2c(C)c(C)c3ccccc32)n1
  ., -2, 2, 0.2, -4, 0, -1.8, 2, -0.5
> O=C1NC[C@H](CCCCN2C[C@H](Cc3ccc(O)cc3)N(CC3CCCCC3)C(=O)C2=O)N(CCc2ccc(O)cc2)C1=O
  2.2, ., 9, -0.8, ., ., ., -2, .
> CSc1cccc(NC(=O)CCNS(=O)(=O)c2ccc3[nH]c(=O)oc3c2)c1
  -1.6, -2, -1, 0.0, -1, 0, -0.3, 2, i
> C/C(=N\NC(=O)c1c(C)nc2ccccn12)c1ccc(N2CCOCC2)cc1
  0.2, 0, 2, 0.0, ., 4, 1.4, 0, -0.3
> CCc1cccc(NC(=S)N(CCCOC(C)C)C2CCN(C(C)=O)CC2)c1
  2.2, 5, 2, 1.2, 14, -2, -0.5, -1, -1.0
> Cc1ccc(-c2cc(C(F)F)n3ncc(C(=O)N4CCc5ccccc5C4)c3n2)cc1
  0.5, 17, 0, -0.2, 8, 3, 2.8, 0, -0.3
> COC(=O)/C=C1\SC(N)=NC1=O
  0.1, 4, 2, -1.0, ., -3, 2.0, -6, -0.4
> OCCc1ccc(NCCc2ccco2)cc1
  -1.4, ., -2, 0.9, ., ., ., -2, .
> CCc1nnc(NC(=O)CN2CCN(C(=O)c3ccccc3)CC2)s1
  0.3, 3, -6, 0.1, 7, 1, 1.0, -3, i
> O=[N+]([O-])c1ccc(-c2nc(=S)c3c(o2)CCCC3)cc1
  -1.5, -7, -10, -0.6, -1, 1, -0.6, -1, -3.4
> Cc1ccc(C(=O)NC(=S)Nc2cccc(NC(=O)c3ccccc3)c2)cc1[N+](=O)[O-]
  ., -1, -3, -0.4, 17, 3, 0.1, 1, 0.4

An excerpt; the hit share may differ from the screen's.
